# Growth percent in the NCI-60 one-dose screen (48 h, 10 µM unless noted): 100 = growth as untreated, 0 = no growth, -100 = all killed.
# NCI-H460: NCI-H460 lung cancer. hit rate 6.8% among 82,000. AID 1794736
# NCI/ADR-RES: NCI/ADR-RES ovarian cells; hit rate 4.4% among 81,000; AID 1794790
# HCT-15: HCT-15 colon cancer. hit rate 5.2% among 82,000. AID 1794746
# COLO 205: COLO 205 colon cancer. hit rate 7.3% among 79,000
# HCT-116: HCT-116 colon cancer; hit rate 7.3% among 82,000
# NCI-H322M: NCI-H322M lung cancer; hit rate 2.7% among 80,000
# HT29: HT29 colon cancer. hit rate 7.4% among 81,000
# NCI-H522: NCI-H522 lung cancer; hit rate 8% among 78,000
# NCI-H226: NCI-H226 lung cancer. hit rate 3.5% among 79,000
# Active calls of the source: *; x = no result given; & = joins results of further samples. The calls were made as follows: active = growth percent below 10; inactive = the rest. Outcome played no part in choosing rows; 12% or so of the library scored in one or more.
SMILES,NCI-H460,NCI/ADR-RES,HCT-15,COLO 205,HCT-116,NCI-H322M,HT29,NCI-H522,NCI-H226
COc1ccc(-n2cc(-c3ccccc3)c3c(SCC(=O)N/N=C/c4ccc([N+](=O)[O-])cc4)ncnc32)cc1,113,91,108,109,105,106,114,91,84
Cc1ccc(S(=O)(=O)N/N=C/c2cn(-c3ccc(F)cc3)nc2-c2ccc(S(C)(=O)=O)cc2)cc1,108,106,99,107,107,106,105,95,102
C=CCN1C(=O)/C(=N\c2nnc(-c3ccc(Cl)cc3)s2)c2ccccc21,95,94,91,119,88,102,92,92,89
CN(C)CCCCCCN,106,109,100,105,106,105,107,96,93
Cc1ccc(-c2noc(CC(=O)c3ccc([N+](=O)[O-])cc3)n2)cc1,103,104,98,109,99,105,101,95,93
CCOC(=O)CCCCCCCBr,111,112,108,111,108,104,95,91,105
COc1cc2nccc(Oc3ccc(NC(=O)C4(C(=O)Nc5ccc(F)cc5)CC4)cc3)c2cc1O,48,72,62,91,52,88,95,68,67
C[N+](C)(C)CCc1ccccc1,106,94,97,101,99,99,102,91,81
COc1ccc(Nc2ccnc(NCCCNc3ccnc4cc(Cl)ccc34)n2)cc1,-57*,35,-55*,-65*,-100*,3.3*,-57*,-55*,70
Cc1nnc(NS(=O)(=O)c2ccc(N3C(N)=NC(N)=NC34CCCC4)cc2)s1,105,103,110,104,108,106,107,91,109
CCCCCCN=C(N)CCCCCCCCCCC(N)=NCCCCCC,13,84,32,-9.5*,16,62,14,24,52
COC(=O)[C@@H](CC(C)C)NS(=O)(=O)N(c1cccc(F)c1)C1CCN(Cc2ccc(C(F)(F)F)cc2)CC1,85,74,84,99,67,90,74,63,77
COc1ccc(NC2=NC(C)(CO)CS2)cc1 (stereo not drawn),100,106,90,117,102,102,105,-15*,103
C#CCN1CCC[C@H]1C(=O)NCC(=O)OC,98,105,99,108,104,99,107,104,98
CC(C)Sc1nc(Cl)c(C#N)c(-c2ccc(F)cc2)n1,113,105,87,115,62,102,103,87,103
O=C(NCc1ccc(F)cc1)C1=NOC(Cc2noc(-c3ccc(F)cc3)n2)C1 (stereo not drawn),110,95,99,112,102,101,100,91,110
O=C1CC(=O)N(c2ccccc2)O1,111,101,102,92,101,108,x,96,91
Cc1nnc2c(Cc3ccccc3)nc3ccccc3n12,100,87,106,113,93,100,105,107,85
NC(=O)CNc1cccc(Br)c1,105,106,99,109,96,108,98,92,87
O=C1/C(=C/C2=Cc3ccccc3OC2)SC(=S)N1c1ccc(F)cc1,105,108,105,107,99,97,118,90,103
CN1CCCc2cc3c(cc21)oc1ccccc13,97,100,99,106,95,86,102,90,85
COc1cc(C(=O)n2ncnc2N)cc(OC)c1OC,99,99,99,115,89,x,105,100,101
CCc1c(-c2ccccc2)n[nH]c1-c1[nH]nc(-c2ccccc2)c1CC,99,105,106,120,93,106,116,84,102
O=C(Cn1c2c(sc1=O)[C@H]1[C@@H](O)[C@@H](O)[C@H](O)[C@@H]1CS2)Nc1ccc(F)cc1,108,108,111,121,115,104,108,98,101
CCOC(=O)c1ccc2c(c1)NC(=O)[C@@H]1CCCN21,105,99,90,123,103,93,102,85,104

# 19 compounds from above, ordered by molecular weight, falling.
SMILES,NCI-H460,NCI/ADR-RES,HCT-15,COLO 205,HCT-116,NCI-H322M,HT29,NCI-H522,NCI-H226
COC(=O)[C@@H](CC(C)C)NS(=O)(=O)N(c1cccc(F)c1)C1CCN(Cc2ccc(C(F)(F)F)cc2)CC1,85,74,84,99,67,90,74,63,77
COc1ccc(-n2cc(-c3ccccc3)c3c(SCC(=O)N/N=C/c4ccc([N+](=O)[O-])cc4)ncnc32)cc1,113,91,108,109,105,106,114,91,84
COc1cc2nccc(Oc3ccc(NC(=O)C4(C(=O)Nc5ccc(F)cc5)CC4)cc3)c2cc1O,48,72,62,91,52,88,95,68,67
COc1ccc(Nc2ccnc(NCCCNc3ccnc4cc(Cl)ccc34)n2)cc1,-57*,35,-55*,-65*,-100*,3.3*,-57*,-55*,70
Cc1nnc(NS(=O)(=O)c2ccc(N3C(N)=NC(N)=NC34CCCC4)cc2)s1,105,103,110,104,108,106,107,91,109
O=C(Cn1c2c(sc1=O)[C@H]1[C@@H](O)[C@@H](O)[C@H](O)[C@@H]1CS2)Nc1ccc(F)cc1,108,108,111,121,115,104,108,98,101
O=C(NCc1ccc(F)cc1)C1=NOC(Cc2noc(-c3ccc(F)cc3)n2)C1 (stereo not drawn),110,95,99,112,102,101,100,91,110
O=C1/C(=C/C2=Cc3ccccc3OC2)SC(=S)N1c1ccc(F)cc1,105,108,105,107,99,97,118,90,103
CCc1c(-c2ccccc2)n[nH]c1-c1[nH]nc(-c2ccccc2)c1CC,99,105,106,120,93,106,116,84,102
Cc1ccc(-c2noc(CC(=O)c3ccc([N+](=O)[O-])cc3)n2)cc1,103,104,98,109,99,105,101,95,93
CC(C)Sc1nc(Cl)c(C#N)c(-c2ccc(F)cc2)n1,113,105,87,115,62,102,103,87,103
COc1cc(C(=O)n2ncnc2N)cc(OC)c1OC,99,99,99,115,89,x,105,100,101
Cc1nnc2c(Cc3ccccc3)nc3ccccc3n12,100,87,106,113,93,100,105,107,85
CCOC(=O)c1ccc2c(c1)NC(=O)[C@@H]1CCCN21,105,99,90,123,103,93,102,85,104
COc1ccc(NC2=NC(C)(CO)CS2)cc1 (stereo not drawn),100,106,90,117,102,102,105,-15*,103
CCOC(=O)CCCCCCCBr,111,112,108,111,108,104,95,91,105
C#CCN1CCC[C@H]1C(=O)NCC(=O)OC,98,105,99,108,104,99,107,104,98
C[N+](C)(C)CCc1ccccc1,106,94,97,101,99,99,102,91,81
CN(C)CCCCCCN,106,109,100,105,106,105,107,96,93

# The main list resumes with the 3 entries that preceded the break.
SMILES,NCI-H460,NCI/ADR-RES,HCT-15,COLO 205,HCT-116,NCI-H322M,HT29,NCI-H522,NCI-H226
CCc1c(-c2ccccc2)n[nH]c1-c1[nH]nc(-c2ccccc2)c1CC,99,105,106,120,93,106,116,84,102
O=C(Cn1c2c(sc1=O)[C@H]1[C@@H](O)[C@@H](O)[C@H](O)[C@@H]1CS2)Nc1ccc(F)cc1,108,108,111,121,115,104,108,98,101
CCOC(=O)c1ccc2c(c1)NC(=O)[C@@H]1CCCN21,105,99,90,123,103,93,102,85,104
COc1ccc(-c2ccn(CC(=O)N3CC(C)OC(C)C3)n2)cc1OC1CCCC1 (stereo not drawn),98,92,93,x,99,102,114,103,x
Cc1cc2c(C(C)C)c(O)c(O)c(C(=O)C(=O)NCc3ccccc3)c2c(O)c1-c1c(C)cc2c(C(C)C)c(O)c(O)c(C(=O)C(=O)NCc3ccccc3)c2c1O,99,100,91,x,66,83,95,66,91
C=C(C)COc1cc(C)c(Cl)cc1Cl,120,117,119,105,117,120,105,100,108
CCOC(=O)c1cc2c(n1Cc1ccccc1)-c1oncc1CC2,20,45,65,86,89,60,35,41,84
COc1cccc(/C=C/[C@H]2O[C@@H](C)[C@H](O)[C@@H]2O)c1CO,111,108,101,119,111,110,118,105,93
COc1ccc(Cl)cc1NC(=O)c1cc2c([nH]1)-c1nc(N)sc1CC2,112,100,100,114,102,97,90,70,107
CCCCCCCCCCCCCCCCCCNC(=S)N/N=C/c1cc(I)c(O)c(OC)c1,120,107,102,109,98,89,102,93,103
CN(C)c1ccc(/C=C/c2c(F)cccc2F)cc1,107,93,99,x,92,93,92,76,94
CC(C)(C(=O)O)c1ccccc1,113&112,98&102,102&100,112&107,95&93,110&113,98&100,94&92,94&106
COc1cc2c(cc1OC)-c1ccc3cc4c(cc3c1N(CCn1ccnc1)C2)OCO4,49,69,59,x,42,91,46,55,73
N#C/C(=N\O)C(N)=O,113,117,105,106,105,103,105,88,105
COC(=O)c1c2c(c(C)[n+]([O-])c1C)C(=O)C=C(NCc1cccc(Cl)c1)C2=O,-3.6*,-13*,-67*,x,-14*,-18*,3.6*,-63*,x
N#Cc1c(-c2ccc(Cl)cc2)cc(-c2ccc(Br)cc2)[nH]c1=O,82,92,68,121,83,85,111,62,98
Cc1ccc[n+](CCC[n+]2cccc(C)c2)c1,98,110,118,x,102,131,108,106,107
CCCC(CC)N(c1ccc(Cl)cc1)c1nc(-c2ccc([N+](=O)[O-])cc2)cs1 (stereo not drawn),97,98,100,105,92,91,100,92,83
COC(=O)[C@@H]1CCCN1C(=O)C1=C(C)NC(=S)NC1c1cccc(O)c1 (stereo partly drawn),96,103,100,109,97,108,93,88,92
Cc1ccc(NC(=O)c2ccco2)c(C)c1,100,104,104,106,97,91,103,92,106
COc1ccc(-c2nc3c(ncc4ccc(=O)[nH]c43)s2)cc1,41,75,74,84,79,78,81,85,76
Cc1c(Cc2ccccc2)c(=O)oc2c(C)c(OCC(=O)N3NC(=O)CC3=O)ccc12,109,106,110,x,94,92,101,87,93
O=C1CCCOc2ccccc21,112,101,108,106,105,111,107,91,105
Cn1c(=O)c2c(nc(CCC(=O)O)n2C)n(C)c1=O,103,104,102,104,103,108,99,86,75
N/C(=N\C(N)=N\c1nc2ccccc2s1)c1cccnc1,92,97,95,108,95,102,101,98,101
CCCCCOC(=O)c1c(C)[nH]c(/C=C2\N=C(c3ccc[nH]3)C=C2OC)c1C,5.0*,5.7*,-29*,-88*,-86*,-18*,-28*,-57*,-75*
CC(=O)c1nc2ccccc2n1CCn1cnc2nc[nH]c2c1=O,117,99,109,109,122,98,x,101,103
COc1cc(-c2n[nH]nc2-c2ccccn2)cc(OC)c1OC,104,78,77,119,104,96,112,x,90

# New compounds follow.
SMILES,NCI-H460,NCI/ADR-RES,HCT-15,COLO 205,HCT-116,NCI-H322M,HT29,NCI-H522,NCI-H226
FC(F)(F)c1cccc(-c2cn3cc(Cl)sc3n2)c1,99,96,91,94,88,88,84,80,89
Cc1cc(C)c(O)c(N)c1,95,103,68,108,71,77,98,88,95
C(=N\c1nc(NCc2ccccc2)[nH]c1-c1ccccc1)/c1ccccc1,109,113,96,117,109,103,113,102,111
CC(=O)C1=C(C)NC(NNC(N)=S)=NC1c1ccccc1 (stereo not drawn),104,108,105,106,95,101,109,x,100
CCOC(=O)c1ccc(N(C=O)CCC(=O)CCl)cc1,4.1*,21,18,-9.8*,1.6*,76,1.4*,-72*,36
CCCCC(S(=O)(=O)CC)S(=O)(=O)CC,110,105,99,117,96,101,107,x,91
CCOC(=O)C(CNc1ccc(OCc2ccccc2)cc1)NC(=O)c1ccccc1 (stereo not drawn),101,90,95,119,97,104,109,100,x
CSc1nc(N)c2cn[nH]c2n1,116,105,101,113,107,112,89,82,101
COc1ccc(NC(=O)NNc2ccc(-c3ccccc3)nn2)cc1,100,111,104,120,99,98,112,101,109
COc1ccccc1NC(=O)c1cccc(C2CC(=O)c3c(cc(OC)c(OC)c3OC)O2)c1 (stereo not drawn),102,85,85,98,96,96,93,67,82
O=C(O)c1nc(-c2ccccc2)nc2c(F)cccc12,104,105,98,106,105,108,105,91,95
O=C1OC(=O)C2C3CC(C(Br)C3Br)C12 (stereo not drawn),107,98,117,96,99,113,101,94,101
COc1ccc(CNCCO)cc1,104,101,102,111,96,97,100,93,92
CC(C)c1nc2ccccc2n1CC(=O)N/N=C/c1ccc(OCCOc2ccc(C=O)cc2)cc1,96,100,99,112,98,101,95,93,93
SCCNCc1ccccn1,106,99,102,95,96,92,103,85,99
COc1ccc(-c2ccc(-c3ccc(-c4ccc(C(=N)N)cc4)s3)s2)cc1,101,100,101,100,95,96,96,94,95
CCOC(=O)N1CN(C(=O)OCC)CN(C(=O)OCC)C1,108,99,100,118,99,100,103,99,103
O=C1/C(=C/c2ccc(F)cc2)Sc2c(Br)cccc21,94,72,76,105,86,73,100,71,79
O=C(/C=C/c1ccccc1)Cc1ccccc1,114,109,124,117,102,121,119,104,108
COc1nc(N)c(NS(=O)(=O)c2ccc(C(C)=O)cc2)c(=O)n1C,102,99,99,87,92,94,108,102,99
CN1CCN(c2cc(Nc3cc(C4CC4)[nH]n3)nc(Nc3ccc(CC(=O)NCc4cccc(F)c4)cc3)n2)CC1,13,94,57,-55*,8.5*,21,8.1*,61,3.2*
COc1cc(/C=N/NC(=O)Cn2c(-c3ccc(C)o3)nc3ccccc32)ccc1OCc1ccccc1,92,93,74,102,72,86,87,74,84
